# BoNT A protease – BoNT/A light chain protease inhibitors, primary screen, biochemical, flow cytometry, MLPCN library | Botulinum neurotoxin type A light chain protease (Clostridium botulinum A str. ATCC 3502) | multiplex microsphere protease substrate cleavage | inhibition, % at 10 µM | hit rate 0.17% among 360,000; further: plate controls were buffer without enzyme for full effect and enzyme alone for no effect
# Yp Topo-I inh – Yersinia pestis topoisomerase I inhibitors, primary screen, biochemical, cleavage product accumulation, plate reader, single point. Y. pestis Topo-I cleavage product accumulation. DNA topoisomerase I (Yersinia pestis CO92). hit rate 0.064% among 360,000. activity, % at 10 µM; in the data active means activity above about 50%, passing the limit was not always enough; inconclusive means no clear call, values can overlap the other calls; further: inactives centre near 2
# Vc quorum ag – inducers of Vibrio cholerae quorum light production without autoinducers, primary screen, BH1578 luxS cqsA deficient, single point; V. cholerae BH1578 lux reporter, luminescence, 6 h; activation, % at 18.7 µM; hit rate 0.16% among 350,000; AID 588436, 2011; in the data active means activation mostly above about 9.7%, no sharp cut-off; inconclusive means no clear call, values can overlap the other calls; inactive means mostly below about 3.7%; further: not every result past the cut was called active; inactives centre near 0; reference of the scale not given here
# TcdB GH inh – TcdB glycohydrolase inhibitors, primary screen, biochemical, single point, plate reader; Toxin B (Clostridioides difficile), P18177; AID 652162, 2013; TcdB glycohydrolase enzymatic assay; inhibition, % at 9.99 µM; hit rate 0.24% among 350,000; in the data active means inhibition above about 10%
# Target sequence (P18177 whole entry, looked up): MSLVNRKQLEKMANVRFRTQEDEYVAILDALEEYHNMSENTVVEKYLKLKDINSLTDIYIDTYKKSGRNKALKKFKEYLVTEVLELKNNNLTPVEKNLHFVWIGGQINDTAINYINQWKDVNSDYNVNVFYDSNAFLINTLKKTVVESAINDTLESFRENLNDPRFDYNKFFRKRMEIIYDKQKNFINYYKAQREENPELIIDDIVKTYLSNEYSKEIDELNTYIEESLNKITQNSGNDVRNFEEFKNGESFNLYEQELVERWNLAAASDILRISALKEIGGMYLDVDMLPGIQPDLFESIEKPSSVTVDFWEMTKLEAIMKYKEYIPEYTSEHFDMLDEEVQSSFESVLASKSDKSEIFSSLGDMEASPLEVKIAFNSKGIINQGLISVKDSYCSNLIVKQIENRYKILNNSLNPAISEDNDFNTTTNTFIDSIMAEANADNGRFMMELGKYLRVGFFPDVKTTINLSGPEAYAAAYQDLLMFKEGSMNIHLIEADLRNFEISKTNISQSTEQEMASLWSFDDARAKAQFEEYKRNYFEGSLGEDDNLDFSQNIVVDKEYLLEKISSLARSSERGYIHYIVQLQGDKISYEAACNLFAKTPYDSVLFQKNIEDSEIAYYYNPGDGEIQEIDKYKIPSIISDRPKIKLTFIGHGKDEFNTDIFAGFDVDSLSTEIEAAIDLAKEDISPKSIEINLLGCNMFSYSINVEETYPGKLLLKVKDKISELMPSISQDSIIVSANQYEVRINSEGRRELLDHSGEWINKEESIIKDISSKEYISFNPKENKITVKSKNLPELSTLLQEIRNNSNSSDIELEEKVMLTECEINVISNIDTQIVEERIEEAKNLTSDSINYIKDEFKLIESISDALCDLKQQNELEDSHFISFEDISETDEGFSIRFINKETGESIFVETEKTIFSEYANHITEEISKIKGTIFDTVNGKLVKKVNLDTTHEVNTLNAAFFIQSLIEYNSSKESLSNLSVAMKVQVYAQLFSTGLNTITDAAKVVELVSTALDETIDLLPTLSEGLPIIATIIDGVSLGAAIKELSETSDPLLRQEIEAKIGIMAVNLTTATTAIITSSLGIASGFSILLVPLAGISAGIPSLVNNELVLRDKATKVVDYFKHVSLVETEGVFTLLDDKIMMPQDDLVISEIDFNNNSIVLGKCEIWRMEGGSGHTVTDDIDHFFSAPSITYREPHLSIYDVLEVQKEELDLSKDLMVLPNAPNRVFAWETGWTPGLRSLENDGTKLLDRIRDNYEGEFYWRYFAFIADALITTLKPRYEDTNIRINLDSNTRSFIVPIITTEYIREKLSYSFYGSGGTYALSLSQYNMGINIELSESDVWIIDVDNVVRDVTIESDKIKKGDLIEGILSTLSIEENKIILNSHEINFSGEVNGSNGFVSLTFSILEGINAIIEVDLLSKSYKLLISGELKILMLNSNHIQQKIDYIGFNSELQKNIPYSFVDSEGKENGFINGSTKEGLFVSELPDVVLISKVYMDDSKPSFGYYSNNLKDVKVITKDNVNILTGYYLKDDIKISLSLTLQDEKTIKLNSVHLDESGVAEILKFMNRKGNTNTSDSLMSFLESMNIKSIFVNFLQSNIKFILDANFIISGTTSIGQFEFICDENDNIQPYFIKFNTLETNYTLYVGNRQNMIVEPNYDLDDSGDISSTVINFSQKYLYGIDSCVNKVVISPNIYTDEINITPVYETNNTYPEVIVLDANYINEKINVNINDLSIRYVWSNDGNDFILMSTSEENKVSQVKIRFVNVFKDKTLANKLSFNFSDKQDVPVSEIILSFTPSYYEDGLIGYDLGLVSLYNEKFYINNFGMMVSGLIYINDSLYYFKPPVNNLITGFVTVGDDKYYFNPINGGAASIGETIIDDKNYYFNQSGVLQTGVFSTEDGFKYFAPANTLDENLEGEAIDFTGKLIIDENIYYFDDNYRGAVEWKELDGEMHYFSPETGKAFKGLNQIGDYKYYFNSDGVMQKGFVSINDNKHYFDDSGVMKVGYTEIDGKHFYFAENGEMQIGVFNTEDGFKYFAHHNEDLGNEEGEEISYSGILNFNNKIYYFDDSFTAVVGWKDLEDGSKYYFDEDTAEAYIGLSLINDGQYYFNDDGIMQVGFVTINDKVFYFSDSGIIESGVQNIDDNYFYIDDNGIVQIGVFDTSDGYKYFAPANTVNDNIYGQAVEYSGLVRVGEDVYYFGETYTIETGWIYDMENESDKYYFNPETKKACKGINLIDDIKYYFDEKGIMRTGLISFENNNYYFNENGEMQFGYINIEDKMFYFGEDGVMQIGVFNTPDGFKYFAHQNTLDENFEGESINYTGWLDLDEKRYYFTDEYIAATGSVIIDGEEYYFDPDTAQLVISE
# PriA SSB inh – inhibitors of Klebsiella pneumoniae PriA binding to SSB C-terminal tail, primary screen, biochemical, AlphaScreen. PriA–SSB C-terminal tail interaction (Klebsiella pneumoniae). AlphaScreen SSBct-PriA binding, biotinylated peptide. inhibition, % at 33 µM. hit rate 0.6% among 430,000. AID 1272365, 2023; in the data active means inhibition mostly above about 37%, no sharp cut-off; inactive means mostly below about 20%;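 further: plate controls were negative control peptide for no effect and reference peptide for full effect; strong numbers were not always called active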
# Anthrax LF prot – Bacillus anthracis LF protease inhibitors, primary screen, biochemical, multiplex microsphere, MLPCN library; Lethal factor (Bacillus anthracis), P15917; multiplex microsphere protease cleavage assay; inhibition, % at 10 µM; hit rate 0.12% among 360,000; AID 588501, 2011; further: plate controls were buffer without enzyme for full effect and enzyme alone for no effect
# PfHsp40 rescue – rescue of yeast from PfHsp40 toxicity, primary screen, S. cerevisiae, ATP luminescence | hit rate 0.68% among 340,000 | growth rescue, % at 12.5 µM | S. cerevisiae expressing PfHsp40, growth rescue | AID 504582, 2011; in the data active means growth rescue above about 28%, passing the limit was not always enough; inconclusive means no clear call, values can overlap the other calls;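 further: yeast W303a lacking pdr1 and pdr3 grown in galactose medium; growth measured after three days at 30 °C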
# 3CLpro inhibitor – SARS-CoV 3CLpro protease inhibitors, primary screen, biochemical, quenched FRET. recombinant SARS-CoV 3CLpro, quenched FRET peptide cleavage. inhibition, % at 6 µM. hit rate 0.14% among 290,000. AID 1706, 2009; in the data active means inhibition above about 12%
# CCHFV vOTU inh – CCHFV vOTU protease inhibitors, primary screen, biochemical, Pep-AMC substrate, fluorescence | inhibition, % at 11.5 µM | hit rate 0.55% among 370,000; in the data active means inhibition above about 30%; further: 0% = vehicle wells with enzyme and 100% = no enzyme wells
# DUSP3 inh – VHR1 phosphatase inhibitors, primary screen, biochemical, absorbance, uHTS. recombinant VHR phosphatase, pNPP absorbance. inhibition, % at 13.3 µM. hit rate 0.52% among 290,000; in the data active means inhibition above about 50%; further: some compounds called inactive have numbers as strong as hits
# Starred values were filed as active, the others as inactive; i = inactive; ? = inconclusive; / = not tested or not shown. Unless noted, no stated cut-off is given here; in the data, active means inhibition above about 30%; inconclusive means no clear call, values can overlap the other calls; inactive means below that. This is a subset. The share of hits here may be higher or lower than overall.
SMILES,BoNT A protease,Yp Topo-I inh,Vc quorum ag,TcdB GH inh,PriA SSB inh,Anthrax LF prot,PfHsp40 rescue,3CLpro inhibitor,CCHFV vOTU inh,DUSP3 inh
O=C(CCc1c[nH]c2ccccc12)N1CCN(S(=O)(=O)c2ccccc2)CC1,-1.8,6,i,0.5,-4,-2,1.2,/,-13,/
CC(C)C[C@H]1CNC(=O)C(=O)N1C[C@@H]1CCCN1C[C@H](Cc1ccccc1)N1C[C@H](Cc2ccccc2)N(CC2CCCCC2)C(=O)C1=O,-1.1,/,/,0.8,/,-7,/,/,12,/
Cc1cccc(C(=O)N[C@H](C(=O)NCc2cccs2)C(C)C)c1,/,-11,1.4,1.0,-14,/,0.6,/,10,/
COc1ccc(OC)c(NC(=O)C2C3CC4OC(=O)C2C4C3)c1 (configuration not stated),-0.7,-2,0.9,/,3,-2,-0.6,1,2,35
Cc1ccc([C@@H]2CC=C(C(=O)O)[C@H](c3ccc(F)cc3)N2S(=O)(=O)c2ccc(C)cc2)cc1,0.5,0,-0.4,-0.6,8,-4,6.6,/,17,/
COC(=O)c1ccc(S(=O)(=O)NCc2ccc(OC)cc2)n1C,0.8,4,-0.5,1.6,-6,-8,-0.5,2,-13,18
CCc1nc2ccc(C(=O)NCCC(C)C)cn2c1N(C)Cc1nccs1,-0.3,7,i,3.6,/,-6,/,/,0,/
CC(=O)Nc1c(C(=O)N2CCOCC2)sc2nc3c(cc12)COC(C)(C)C3,-1.1,5,-0.3,0.5,-10,-1,0.2,5,3,-10
CC(CN1CCOCC1)OC(=O)c1cccs1 (configuration not stated),0.1,-2,i,/,-7,-2,-1.0,1,-14,10
Cn1cnnc1SCC(=O)Nc1ccccc1,-0.4,-3,-0.2,-2.6,-11,4,-1.1,3,4,9
CCn1c(=O)c2cc(C(=O)N3CCN(C)CC3)sc2c2ccccc21,0.0,13,i,2.6,2,3,1.2,1,-33,28
CN(Cc1c(C(=O)N2CCCCCCC2)nc2ccc(Cl)cn12)C1CCOC1 (configuration not stated),-2.4,-3,-0.3,1.9,-13,-2,0.1,-2,3,4
COC(=O)NC1c2ccccc2Oc2ccc(C)cc21 (configuration not stated),-1.7,9,i,0.9,-3,-1,2.4,3,-9,33
C=CCSc1nc2c(cnn2-c2ccc(C)c(C)c2)c(=O)[nH]1,-0.6,5,-0.3,-7.5,-7,-5,0.4,-3,12,12
COCCNc1nc(C)cc(-c2cc(C(=O)NC3CCCC3)on2)n1,-0.3,-1,-0.6,/,2,-10,-0.4,/,-1,11
Cc1ccc(-n2ncc3c2CC(C)(C)CC3NC(=O)c2ccc[n+]([O-])c2)cc1 (configuration not stated),0.8,14,-0.5,2.8,-11,5,1.3,2,0,21
COc1cccc(NC(=O)c2c(F)cccc2F)c1,0.4,3,-0.7,0.2,-4,10,0.2,/,5,/
Cc1cc(N/C=C/C(=O)c2ccc(Br)cc2)no1,1.3,6,-6.7,0.8,-4,-4,-1.2,4,-4,22
COc1ccc(N2CCN(Cc3nc4ccsc4c(=O)[nH]3)CC2)cc1,0.3,6,-0.2,/,-1,-1,-1.6,3,-6,0
COc1cccc(C(=O)NC(=S)Nc2ccc(N(C)C)cc2)c1,-0.8,6,-0.3,-5.0,76,-1,4.9,-2,4,-5
Cc1n[nH]c(C)c1CS(=O)(=O)c1ccccc1,0.1,3,1.2,-0.2,-5,-8,-0.2,2,2,-15
CCSc1nnc(NC(=O)c2ccc(F)c(S(=O)(=O)N3CCOCC3)c2)s1,-0.2,-7,i,1.4,-1,-5,0.3,/,6,/
COc1cc(/C(C)=N/N2CCOCC2)cc(OC)c1OC,-0.6,5,-0.3,1.9,/,3,-0.8,1,5,5
CC(C)(CNC(=O)c1cccc(S(=O)(=O)Nc2ccc(SC(F)F)cc2)c1)N1CCOCC1,0.1,-2,i,-1.6,-3,0,-0.3,/,-13,/
COC(=O)CSc1nnc(CNc2ccc(F)cc2)o1,0.4,2,1.9,/,-13,9,-0.8,-4,-6,27

# A different layout for 5 compounds above.
SMILES	BoNT A protease	Yp Topo-I inh	Vc quorum ag	TcdB GH inh	PriA SSB inh	Anthrax LF prot	PfHsp40 rescue	3CLpro inhibitor	CCHFV vOTU inh	DUSP3 inh
COc1ccc(OC)c(NC(=O)C2C3CC4OC(=O)C2C4C3)c1 (configuration not stated)	-0.7	-2	0.9	/	3	-2	-0.6	1	2	35
Cc1ccc([C@@H]2CC=C(C(=O)O)[C@H](c3ccc(F)cc3)N2S(=O)(=O)c2ccc(C)cc2)cc1	0.5	0	-0.4	-0.6	8	-4	6.6	/	17	/
COC(=O)c1ccc(S(=O)(=O)NCc2ccc(OC)cc2)n1C	0.8	4	-0.5	1.6	-6	-8	-0.5	2	-13	18
CCc1nc2ccc(C(=O)NCCC(C)C)cn2c1N(C)Cc1nccs1	-0.3	7	i	3.6	/	-6	/	/	0	/
CC(=O)Nc1c(C(=O)N2CCOCC2)sc2nc3c(cc12)COC(C)(C)C3	-1.1	5	-0.3	0.5	-10	-1	0.2	5	3	-10

# Ordered by count of non-hydrogen atoms (ascending): some entries from above.
SMILES,BoNT A protease,Yp Topo-I inh,Vc quorum ag,TcdB GH inh,PriA SSB inh,Anthrax LF prot,PfHsp40 rescue,3CLpro inhibitor,CCHFV vOTU inh,DUSP3 inh
COc1cc(/C(C)=N/N2CCOCC2)cc(OC)c1OC,-0.6,5,-0.3,1.9,/,3,-0.8,1,5,5
Cc1cccc(C(=O)N[C@H](C(=O)NCc2cccs2)C(C)C)c1,/,-11,1.4,1.0,-14,/,0.6,/,10,/
CC(C)C[C@H]1CNC(=O)C(=O)N1C[C@@H]1CCCN1C[C@H](Cc1ccccc1)N1C[C@H](Cc2ccccc2)N(CC2CCCCC2)C(=O)C1=O,-1.1,/,/,0.8,/,-7,/,/,12,/

# Further records:
SMILES,BoNT A protease,Yp Topo-I inh,Vc quorum ag,TcdB GH inh,PriA SSB inh,Anthrax LF prot,PfHsp40 rescue,3CLpro inhibitor,CCHFV vOTU inh,DUSP3 inh
O=C(NCc1cccs1)C1CCCN(S(=O)(=O)c2ccc3c(c2)OCO3)C1 (configuration not stated),2.3,-9,-0.2,-10,-1,-2,-0.2,0,11,4
CC1CN(C(=S)Nc2ccccc2)N(c2ccccc2)C1 (configuration not stated),0.1,-5,-0.2,-0.6,-18,-1,0.8,3,6,18
Cc1ccc(N2C(S)=C(C#N)C(=O)NC23CCCCC3)cc1,-0.6,-7,-0.7,/,-17,1,0.5,5,10,-5
O=C(COC(=O)c1ccc(O)cc1)Nc1cc(C(F)(F)F)ccc1N1CCOCC1,1.2,-9,-0.3,0.9,-1,2,-0.4,/,0,/
O=C1CN=C(c2ccccc2)c2cc([N+](=O)[O-])ccc2N1,0.3,2,0.7,1.5,2,0,1.1,/,-2,/
Cc1csc(NC(=O)CSc2nnc(C)s2)n1,-0.5,9,0.3,/,-17,-4,0.3,4,-9,49
Cc1ccc(N2C(=O)N(CC(=O)Nc3ccc(C)c(C)c3[N+](=O)[O-])C(=O)C2C)cc1 (configuration not stated),-0.5,-12,-0.3,1.9,-2,2,0.1,-4,19,19
COc1ccc(C2CC2/C(=N/OC(=O)c2cccs2)c2ccccc2)cc1 (configuration not stated),-0.1,44,-0.4,/,/,0,1.0,2,7,11
COc1cccc(CNS(=O)(=O)c2cc3c(cc2Cl)NC(=O)CO3)c1,0.0,4,-0.6,-0.4,-11,-6,-0.9,5,7,25
COc1ccc(C(=O)COc2ccccc2N2C(=O)C3C4C=CC(C4)C3C2=O)cc1 (configuration not stated),0.2,-1,0.3,/,-9,0,-0.4,0,13,33
O=C(O)C1CCCCC1C(=O)Nc1ccc(OCc2ccccc2)cc1 (configuration not stated),-0.2,-5,1.5,1.3,-4,-4,-1.1,-6,-4,12
NS(=O)(=O)c1ccc2ccccc2c1,0.6,-3,i,1.1,3,-2,0.8,3,-12,-7
CCN(CC)S(=O)(=O)c1cc([N+](=O)[O-])ccc1NNC(=O)Nc1ccc(Cl)c(Cl)c1,0.2,-12,i,/,-12,-3,1.4,4,15,4
OCCN(Cc1ccccc1)Cc1ccc(F)c(F)c1,1.2,-1,0.9,0.9,-18,0,0.0,-4,/,-5
c1csc(-c2csc3ncnc(NCCCN4CCOCC4)c23)c1,0.1,5,-2.0,/,-2,-1,-0.4,-3,0,6
COc1ccc(-n2c(SCc3nnc(-c4ccccc4)o3)nnc2-c2ccccc2)cc1,-0.5,-2,/,/,-11,-3,-0.8,3,-2,36
O=C(c1cccc(N2CCCC2=O)c1)N1CCC2(CC1)OCCO2,-1.5,-5,-1.7,/,-11,-2,-0.2,4,-1,16
Cc1cccc(N(C(=O)CCC(=O)Nc2cc(C)on2)C(C(=O)NC2CCCC2)c2ccncc2)c1 (configuration not stated),-0.1,19,/,/,-10,-2,0.0,-1,1,14
CCc1cc2c(=O)n(-c3ccccc3)c(=S)[nH]c2s1,3.2,3,i,/,-6,-1,-1.2,4,-2,17
CN(c1cccc2cccnc12)S(=O)(=O)c1ccccc1,1.8,-3,-0.5,2.7,5,-12,-0.3,5,14,6
COc1ccc(/C=N/n2c(C)nc3ccccc3c2=O)cc1OC,-2.9,2,0.6,-0.4,/,-2,?,-4,-4,5
CC(C)c1ccc(NC(=O)N2CCN(S(=O)(=O)c3ccccc3)CC2)cc1,-0.4,16,-0.6,0.3,6,0,3.1,2,18,66
CC(=O)Nc1cccc(OCc2ccc(F)cc2)c1,0.3,-6,-0.2,1.6,-5,-1,70*,2,-3,8
O=C(Cc1ccc(Cl)cc1)Nc1ncccn1,-0.4,1,-0.3,-0.6,-10,4,0.5,7,12,16
COC(=O)c1cc(OC)c(OC)cc1NC(=O)C(C)Sc1ccc(C)cc1 (configuration not stated),0.1,34,i,0.7,-26,-6,1.0,1,11,-4
Nc1nnc(CSCc2cccc(Br)c2)s1,-0.7,1,-2.4,1.0,2,-3,-0.6,-3,-9,29
CCCCN(CCCC)CCCNC(=O)CN1C(=O)COc2ccc(S(=O)(=O)N3CCC(C)CC3)cc21,-0.2,15,-7.1,0.9,-9,2,-0.3,7,10,44
O=C(NNC(=S)NC(=O)C12CC3CC(CC(C3)C1)C2)c1ccncc1,-1.1,-4,-0.8,-0.1,-5,0,20,2,8,6
COc1ccc(N2C(=O)CC(N3CCC(n4c(=O)[nH]c5ccccc54)CC3)C2=O)cc1 (configuration not stated),0.4,10,-0.9,/,-13,-3,-0.3,-3,-4,-4

# Reformatted with bars between the fields: 2 of the compounds above
structure | BoNT A protease | Yp Topo-I inh | Vc quorum ag | TcdB GH inh | PriA SSB inh | Anthrax LF prot | PfHsp40 rescue | 3CLpro inhibitor | CCHFV vOTU inh | DUSP3 inh
CCc1cc2c(=O)n(-c3ccccc3)c(=S)[nH]c2s1 | 3.2 | 3 | i | / | -6 | -1 | -1.2 | 4 | -2 | 17
OCCN(Cc1ccccc1)Cc1ccc(F)c(F)c1 | 1.2 | -1 | 0.9 | 0.9 | -18 | 0 | 0.0 | -4 | / | -5

# Single entries from the entries so far.
# `CCc1cc2c(=O)n(-c3ccccc3)c(=S)[nH]c2s1` in Yp Topo-I inh is entered as 3
# `Cc1csc(NC(=O)CSc2nnc(C)s2)n1` in 3CLpro inhibitor is entered as 4

# High-throughput results as filed in PubChem BioAssay.
